# Screening data: PubChem BioAssay, several laboratories
# N-glyco inh – increase of ERlucT glycosylation luciferase signal, primary screen, N-linked glycosylation inhibitor project, D54 ERlucT cells, luminescence, set 2 | AID 588692, 2011 | reporter increase, % at 12.5 µM | 360,000 tested, 0.23% active | D54 ERlucT glycosylation luciferase reporter, 24 h; percent of 100 nM tunicamycin response;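 active = mean luciferase reporter signal, scaled so untreated is 0 and the glycosylation-blocking control 100, at or above a set limit in every replicate; inconclusive = mean reaches the limit but not every replicate does; inactive = mean below the limit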;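 also: luciferase carries N-glycosylation sites so blocking glycosylation raises the light; 0% = median of neutral control wells and 100% = median of 100 nM tunicamycin wells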
# aDG glyco up – activators of alpha-DG glycosylation, primary screen, uHTS, Pro5-aDG cells, AlphaScreen; alpha-DG glycosylation AlphaScreen (IIH6); 0% Pro5, 100% B10-LARGE cell signal; activation, % at 10 µM; 360,000 tested, 0.22% active;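 active = activation of at least 8% versus controls, or a plate z-score of at least 8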;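 also: Pro5 are CHO cells carrying HIG-tagged alpha-DG that lacks glycosylation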
# CaV13 ICDI inh – Primary screen for inhibitors of IQ motif and Ca2+-dependent inactivation inhibitor domain binding in CACNA1D, Förster resonance energy transfer in living cells, …; AID 743397; 340,000 tested, 0.098% active; inhibition, % at 12.3 µM; HEK cells, CFP/YFP FRET ICDI-IQ, plate reader, 10 min; percent FRET-ratio fall versus neutral wells;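 active = mean replicate inhibition of at least 30% and at least 1% of replicates passing that level; inconclusive = only one of the two criteria is met; inactive = neither criterion is met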;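 also: 0% = median of the neutral control wells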
# hiPSC survival – enhancers of single-cell hiPSC survival, primary screen, ATPlite luminescence. 360,000 tested, 0.044% active. 100% = ROCK inhibitor wells, 0% = DMSO. survival enhancement, % at 20 µM; in the data active = survival enhancement above about 18%;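 also: cells exposed to compounds for 16 hours before the ATP read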
# ABCB6 inh MLPCN – ABCB6 transporter inhibitors, primary screen, K562-ABCB6 cells, flow cytometry, MLPCN library | K562-ABCB6 porphyrin accumulation, 1 h; stronger effect = lower value | fluorescence ratio to DMSO, % at 10 µM | 360,000 tested, 0.19% active | ATP-binding cassette sub-family B member 6 (Homo sapiens), Q9NP58;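 active = fluorescence ratio to DMSO below 75%, the collection mean minus 3 SD; inconclusive = too few cells collected in the well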;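 also: signal is porphyrin accumulated inside mitochondria; 100% equals median channel fluorescence of DMSO control wells; lower ratio means ABCB6 inhibition with less porphyrin fluorescence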
# Granule exo inh – LAMP-1 surface exposure blockers, TALL-104 cells – cell-based, flow cytometry, MLPCN library, primary screen; TALL-104 LAMP-1 surface exposure; cells stimulated with thapsigargin and PMA; inhibition, % at 10 µM; 360,000 tested, 0.66% active; AID 651702, 2012;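 active = inhibition above about 55%, limit read from the data; inconclusive = no clear call, values can overlap the other calls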
# Vif inh – HIV Vif self-association inhibitors, primary screen, imaging, HEK293T, single point | HEK293T cells, Vif self-association by quenched fluorescence, 24 h | inhibition, % at 7.49 µM | 340,000 tested, 0.35% active | AID 602346, 2012; in the data active = inhibition above about 50%, passing the limit was not always enough; inconclusive = no clear call, values can overlap the other calls; inactive = below about 31%; also: some results filed as inactive read as strong as hits
# PDI inh – inhibitors of human PDI, primary screen, biochemical, turbidity, single point, plate reader | Protein disulfide-isomerase (Homo sapiens), P07237 | PDI insulin aggregation turbidity, A650, 90 min | inhibition, % at 10 µM | 350,000 tested, 0.052% active;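 active = mean inhibition across replicates of 30% or more, whatever share of single replicates reach that level; inconclusive = mean inhibition below 30% while every single replicate reaches 30%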;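 also: absorbance from insulin aggregation driven by PDI reduction with DTT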
# Target sequence (P07237 whole entry, looked up): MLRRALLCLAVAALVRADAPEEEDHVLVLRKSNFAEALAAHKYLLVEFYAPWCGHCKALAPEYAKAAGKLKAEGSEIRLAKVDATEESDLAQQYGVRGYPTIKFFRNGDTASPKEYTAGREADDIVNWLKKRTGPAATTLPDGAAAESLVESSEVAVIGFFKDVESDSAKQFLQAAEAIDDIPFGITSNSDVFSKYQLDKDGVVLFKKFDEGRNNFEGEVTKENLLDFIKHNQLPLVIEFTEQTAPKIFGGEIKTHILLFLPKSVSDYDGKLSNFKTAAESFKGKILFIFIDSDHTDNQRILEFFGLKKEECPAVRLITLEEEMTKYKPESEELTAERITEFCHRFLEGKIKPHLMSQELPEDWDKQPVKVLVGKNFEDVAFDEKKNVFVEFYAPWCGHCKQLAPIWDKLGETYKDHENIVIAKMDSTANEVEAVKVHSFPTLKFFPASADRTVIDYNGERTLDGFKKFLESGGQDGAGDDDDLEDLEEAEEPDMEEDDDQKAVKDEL
# H9c2 protect – cardioprotection against H2O2-induced cell death, primary screen, uHTS, H9c2 cells, ATPLite luminescence | AID 588492, 2011 | 360,000 tested, 0.63% active | H9c2 cardiomyocytes, H2O2 injury protection, 2 h | protection from H2O2 cell death, % at 20 µM;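 active = compounds giving at least 50% protection of heart cells from peroxide-induced death in the single-dose screen, raw or plate-pattern-corrected value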;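 also: 0% = DMSO wells with peroxide and 100% = DMSO wells without peroxide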
# m5-HT2A agonist – mouse Htr2a agonists via beta-arrestin recruitment, primary screen, cell-based, luminescence. 5-hydroxytryptamine receptor 2A (Mus musculus), P35363. CHO-K1 mHTR2A beta-arrestin complementation; percent of 30 µM serotonin response. activation, % at 7.6 µM. 360,000 tested, 0.66% active;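 active = activation above a run cutoff, the mean activation of all tested compounds plus 3 SD, cut at about 14% in these data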;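 also: 0% = plate median of compound wells and 100% = 30 µM serotonin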
# Target sequence (P35363 whole entry, looked up): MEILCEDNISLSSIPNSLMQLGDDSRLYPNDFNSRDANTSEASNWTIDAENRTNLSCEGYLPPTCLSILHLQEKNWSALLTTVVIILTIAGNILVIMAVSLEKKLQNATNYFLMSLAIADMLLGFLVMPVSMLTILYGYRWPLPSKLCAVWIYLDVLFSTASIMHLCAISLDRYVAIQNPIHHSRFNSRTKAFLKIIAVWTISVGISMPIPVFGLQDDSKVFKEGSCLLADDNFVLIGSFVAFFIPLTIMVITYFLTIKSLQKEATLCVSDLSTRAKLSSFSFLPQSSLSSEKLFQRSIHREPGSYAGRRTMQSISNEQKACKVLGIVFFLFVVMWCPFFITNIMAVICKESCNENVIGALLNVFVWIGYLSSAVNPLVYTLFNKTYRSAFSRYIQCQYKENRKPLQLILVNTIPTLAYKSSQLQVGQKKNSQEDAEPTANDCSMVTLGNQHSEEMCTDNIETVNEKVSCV
# The depositor's hits bear a star; ? = inconclusive; . = not tested or not shown.
No.	smiles	Vif inh	aDG glyco up	Granule exo inh	PDI inh	CaV13 ICDI inh	hiPSC survival	H9c2 protect	ABCB6 inh MLPCN	m5-HT2A agonist	N-glyco inh
1	O=C1C=C(c2ccc(O)cc2)C[C@@H](c2ccc(Cl)cc2)C1	15	0.3	0	-4	-9	0.7	-9	97	8	-2
2	CN1/C(=C\C=N\NC(=O)c2ccccc2Br)C(C)(C)c2ccccc21	5	-0.1	2	0	-4	0.5	-10	133	-2	2
3	CS(=O)(=O)N(CCc1ccccc1)CC(=O)N1CCN(Cc2ccc3c(c2)OCO3)CC1	0	-0.1	0	-1	-4	-1.1	-5	99	1	-1
4	CCc1ccc(NC(=O)COC(=O)/C=C/c2c(C)nn(C3CCS(=O)(=O)C3)c2Cl)cc1 (centres undefined)	0	0.7	0	14	2	-0.7	-2	87	5	-1
5	Cc1c(C)c(C)c(S(=O)(=O)Nc2ccc3[nH]c(=O)[nH]c3c2)c(C)c1C	-20	0.0	-1	-35	-6	-0.7	-5	90	-5	2
6	CCCCC1CC(CSc2ncn[nH]2)OC1=O (centres undefined)	6	0.1	-2	-2	1	0.5	-4	98	-3	0
7	O=C(COC(=O)/C=C/c1ccccc1Cl)NCc1ccccc1	8	0.2	0	-3	-8	3.4	4	98	-4	2
8	NS(=O)(=O)c1ccc(NC(=S)Nc2ccc(F)c(F)c2)cc1	-1	0.1	4	2	-3	2.2	4	101	5	1
9	C=CC[N+](C)(C)CCCNC(=O)/C=N/O	-14	-0.1	-2	-14	-3	0.7	9	101	1	6
10	COc1ccc2c(c1)c(C(=O)CN1CCN(C(=O)c3ccco3)CC1)c(C)n2C	1	0.4	-3	11	-4	-1.6	6	90	8	3
11	CCC(=O)Nc1cc(C(=O)O)ccc1S(=O)(=O)c1ccc(C)cc1	-15	-0.2	0	6	-5	1.9	0	96	2	2
12	CCN(Cc1nc(-c2ccccc2)no1)C(=O)c1ccc2c(c1)OCO2	-8	0.1	6	-3	-3	-0.5	4	97	7	-1
13	O=c1[nH]nc(-c2ccccc2)c2ccccc12	-7	-0.1	-3	5	0	-0.2	48	89	-2	1
14	S=C(Nc1ccccc1)Nc1ccc2cn[nH]c2c1	5	-0.1	-1	4	-1	2.2	-13	97	-2	2
15	O=C(On1c(-c2ccccc2)nc2ccccc2c1=O)c1ccco1	4	0.8	-1	-2	.	0.8	9	94	-4	2
16	O=C(CC1OCC2CCCN2C1=O)Nc1ccc([N+](=O)[O-])cc1 (centres undefined)	23	-0.1	21	-9	-7	-0.2	7	96	2	-2
17	C=CCSc1nc2ccccc2c(=O)[nH]1	-5	-0.1	7	-5	-6	1.8	47	93	7	-3
18	CC1(C)C(=O)Nc2ccccc2N1C(=O)COC(=O)CCSc1ccccc1	19	-0.2	-3	-3	-5	7.5	-6	96	-3	0
19	Cc1oc2c(Cl)c(Cl)c(O)c(CN(C)C)c2c1C(=O)c1ccc(Cl)cc1	6	0.1	13	12	-5	-0.5	5	95	-1	-12
20	CCCN1C(=O)C(NC(=O)c2ccncc2)(C(F)(F)F)C2=C1CC(C)(C)CC2=O (centres undefined)	4	0.1	-3	15	.	3.4	1	98	2	2
21	CCOC(=O)C1=C[C@@H](C(C)(C)C)N(S(=O)(=O)c2ccc(OC)cc2)[C@H]1c1ccccc1	4	0.4	-1	.	-4	-1.6	-11	93	0	-4
22	C[C@H](NC(=O)[C@@H]1Cc2ccccc2CN1)C(=O)NC[C@H]1CC[C@H](C(=O)O)CC1	2	0.1	-7	0	-3	-0.5	0	98	-11	3
23	CC(C)c1ccc(S(=O)(=O)N2CCN(C(=O)c3cc(-c4ccccc4)n[nH]3)CC2)cc1	1	0.3	4	.	-9	-3.5	-25	93	2	-1
24	O=S(=O)(c1ccc(Br)cc1)c1cnc2ccccc2n1	5	3.2	-2	0	0	-4.6	-5	96	0	-10
25	CCOC(=O)c1cc(-c2ccccc2)sc1NC(=O)C(C)N1C(=O)NC(C)(c2ccc(Cl)cc2)C1=O (centres undefined)	-3	0.3	0	-3	-4	-2.6	5	101	0	-4
26	O=C(Nc1nnc(SCc2ccccc2)s1)c1cc2c(s1)CCCC2	5	0.3	-2	2	-6	3.8	-5	101	-3	0
27	O=C(Cn1cnc2c(nnn2Cc2ccccc2)c1=O)NCC1CCCO1 (centres undefined)	-4	0.0	21	.	-7	0.8	2	97	0	3
28	CC(C)[C@H]1CC[C@@H](C)C(C(=O)c2ccccc2)C1=O (some centres undefined)	-2	-0.1	-5	5	-5	-2.3	3	103	-4	1
29	Cc1[nH]c2ccccc2c1/C=N/NC(=O)c1cc(-c2cccs2)[nH]n1	2	-0.6	1	-6	-19	-0.9	51*	97	-6	-3
30	COc1ccc(CN(CCC(c2ccccc2)c2ccco2)C(=O)c2ccco2)cc1 (centres undefined)	-14	0.1	-1	7	-5	0.7	2	96	-7	-1
31	CN1CCN(c2ccc(NC(=S)NC(=O)/C=C/c3ccco3)cc2)CC1	-6	0.7	57*	15	-3	-0.3	-2	100	-11	-11
32	CCOC(=O)c1c(CSC(=N)N)n(-c2ccc(Br)cc2)c2cc(Br)c(OC(C)=O)cc12	-9	0.1	-2	4	-4	-2.6	-8	98	-4	1
33	O=C(NCc1nnnn1-c1ccc(F)cc1)C1CC(=O)N(c2ccc(F)cc2)C1 (centres undefined)	3	-0.1	-6	6	-7	-0.6	-5	98	-4	0
34	O=C1CC(c2ccccc2)=C(c2ccccc2)C1	-7	-0.1	-2	-2	-16	1.9	-1	99	-3	0
35	COc1ccc(S(=O)(=O)n2c([N+](=O)[O-])cnc2C)cc1OC	6	0.0	-3	-11	0	-0.5	3	99	8	4
36	CCCCn1cnc2c(sc3nc4c(cc32)CSC(C)(C)C4)c1=O	-3	0.2	-1	13	-4	-0.9	-6	99	7	-8
37	CCN(CC)S(=O)(=O)c1ccc(/C(O)=C(\C#N)c2nc3ccccc3n2C)cc1	-3	-0.2	-2	15	-4	0.1	24	90	-1	-5
38	Nc1ccc(C(=O)N/N=C\c2ccc(OC(=O)c3ccccc3Cl)cc2)cc1	-1	0.0	-2	1	-1	-0.5	7	100	0	1
39	O=C(OCc1cn([C@H]2CN(C(=O)C3CCCCC3)[C@@H](c3ccccc3)C[C@@H]2O)nn1)c1ccccc1	-2	0.0	-2	2	-3	1.6	1	95	3	0
40	Cc1ccc(S(=O)(=O)N2[C@@H](c3cccc4ccccc34)C(C(=O)O)=C[C@H]2C(C)(C)C)cc1	.	0.0	-13	-2	-7	-0.4	5	95	2	0
41	Cc1ccc2nc(NC(=O)c3ccc4c(c3)OCO4)sc2c1	4	-0.1	-4	13	-10	-2.3	-6	96	-7	-10
42	CC(C)(C)NC(=O)c1ccc2c(c1)C(=O)N(C1CCCCC1)C2=O	-15	-0.1	-10	0	-6	0.5	9	100	1	-2
43	CCOC(=O)CN(C(=O)CSc1nnc(C)n1-c1ccccc1)c1cccc([N+](=O)[O-])c1	10	0.1	-1	4	.	-2.0	2	94	0	1
44	CCN(CC)S(=O)(=O)c1ccc2c(c1)c(=O)c(C(=O)N1CCOCC1)cn2C	15	0.2	3	-6	-4	2.4	-2	89	-1	1
45	CN(C(=O)COC(=O)/C=C/c1cccs1)c1c(N)n(Cc2ccccc2)c(=O)[nH]c1=O	6	-0.3	4	-2	-6	-0.2	7	105	-2	-1
46	COc1ccc(NC(=O)CN2C(=O)S/C(=C/c3cccn3-c3ccc(C(=O)O)cc3)C2=O)cc1	-5	-0.4	0	-9	-5	1.3	-6	91	-1	1
47	O=C(NC1CC1)C1CCN(C(=O)c2ccc(Cl)cc2)CC1	10	-0.1	-5	-13	-2	-0.5	-5	94	8	3
48	C=CCCC(=O)N1C[C@H]2CCN(C)[C@H]2C[C@H]1c1ccccc1	-2	0.2	0	.	-6	2.0	10	96	-7	1
49	Cc1ccc(/C=C(\NC(=O)c2ccc(C)cc2)C(=O)NCCCn2ccnc2)cc1	20	0.2	2	0	-5	2.7	-5	97	-2	1
50	O=C(OCCNc1ncc(C(F)(F)F)cc1Cl)c1ccc(S(=O)(=O)N2CCOCC2)cc1	-1	0.3	-1	2	-8	0.4	-6	98	2	-1

# Next section.
No.	smiles	Vif inh	aDG glyco up	Granule exo inh	PDI inh	CaV13 ICDI inh	hiPSC survival	H9c2 protect	ABCB6 inh MLPCN	m5-HT2A agonist	N-glyco inh
51	COc1ccc(Nc2nc(N(C)c3ccccc3)nc(N)c2[N+](=O)[O-])cc1	1	-0.2	2	13	-7	-0.3	-14	102	9	?
52	COc1cccc(-n2c(COc3ccc(C)cc3)nnc2SCC(=O)O)c1	7	-0.2	0	4	-11	-1.1	3	92	-2	2
53	COC(=O)CCC(=O)c1oc2ccccc2c1NC(=O)CCCN1C(=O)c2ccccc2C1=O	7	0.0	-1	-1	-6	-1.2	4	87	1	3
54	O=C(COC(=O)c1ccccn1)c1cccc(Br)c1	.	0.2	-7	-11	-2	-0.4	5	99	-4	3
55	CCOC(=O)c1nn(-c2ccc(OCC)cc2)c(C)c1C(C)=O	3	0.4	0	8	-5	-0.9	-7	97	3	-1
56	COc1nccnc1NS(=O)(=O)c1ccc(NC(=O)c2ccc(F)cc2)cc1	-15	-0.1	-2	3	-7	0.2	4	97	0	0
57	CCSC1=NCCN1C(=O)c1c(-c2ccccc2Cl)noc1C	-6	-0.1	4	3	-2	0.5	2	97	4	0
58	Cn1c(=O)n(Cc2ccc(F)cc2)c(=O)c2c1nc1n2CCN1Cc1ccco1	-2	0.1	-1	2	6	-1.0	5	100	-2	-3
59	COc1cnc(-c2ccccn2)nc1Oc1ccccc1	21	3.2	-4	2	-5	4.6	-3	104	2	0
60	Cc1ccc(Nc2ccc(N)cc2S(=O)(=O)O)cc1	-3	-0.2	12	0	-4	-0.3	3	107	2	3
61	COc1ccc(NC(=O)Cc2ccsc2)c(OC)c1	12	0.0	1	17	-4	-0.6	-1	97	-1	-2
62	CC/C(O)=C1\C(=O)CC(c2ccccc2)CC1=NC(C)C (centres undefined)	6	0.4	-1	4	-6	3.7	22	93	4	0
63	COc1ccccc1S(=O)(=O)Cc1ccc(C(=O)NCCN2CCCCCC2)o1	10	0.8	-2	.	-2	-1.2	-6	105	-2	0
64	Cc1ccccc1NC(=O)COC(=O)/C=C/c1cccc(C(F)(F)F)c1	2	-0.2	6	0	-3	-0.9	5	96	0	4
65	COCCOC(=O)C1=C(C)NC(=O)NC1/C=C/c1ccccc1 (centres undefined)	-3	-0.1	-1	13	-7	-0.5	6	107	3	2
66	COc1ccc(N2CCN(CCC3Oc4cc([N+](=O)[O-])ccc4NC3=O)CC2)cc1 (centres undefined)	-12	0.6	10	4	-6	0.7	-2	96	2	-2

# The order is random; about 3.1% have a hit in one of these screens.
